Screens: PubChem, several laboratories
aDG glyco up – activators of alpha-DG glycosylation, primary screen, uHTS, Pro5-aDG cells, AlphaScreen. activation, % at 10 µM. alpha-DG glycosylation AlphaScreen (IIH6); 0% Pro5, 100% B10-LARGE cell signal. hit rate 0.22% among 360,000;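 active means activation of at least 8% versus controls, or a plate z-score of at least 8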;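 further: Pro5 are CHO cells carrying HIG-tagged alpha-DG that lacks glycosylation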
ABCB6 inh MLPCN – ABCB6 transporter inhibitors, primary screen, K562-ABCB6 cells, flow cytometry, MLPCN library | ATP-binding cassette sub-family B member 6 (Homo sapiens), Q9NP58 | K562-ABCB6 porphyrin accumulation, 1 h; active compounds read low | fluorescence ratio to DMSO, % at 10 µM | hit rate 0.19% among 360,000;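 active means fluorescence ratio to DMSO below 75%, the collection mean minus 3 SD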;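 further: signal is porphyrin accumulated inside mitochondria; 100% equals median channel fluorescence of DMSO control wells; lower ratio means ABCB6 inhibition with less porphyrin fluorescence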
Granule exo inh – LAMP-1 surface exposure blockers, TALL-104 cells – cell-based, flow cytometry, MLPCN library, primary screen; TALL-104 LAMP-1 surface exposure; cells stimulated with thapsigargin and PMA; inhibition, % at 10 µM; hit rate 0.66% among 360,000; AID 651702, 2012;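 active means inhibition above about 55%, limit read from the data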
TLR9-MyD88 inh – inhibitors of TLR9-MyD88 association in cells, primary screen, cell-based, CHO, BLA complementation, fluorescence. hit rate 0.21% among 340,000. inhibition, % at 4.98 µM. CCF4 FRET ratio. AID 504734, 2011;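 active means inhibition above the mean over all tested compounds plus 3 SD, cut at about 21% in these data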;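 further: 0% = DMSO only wells and 100% = clavulanate BLA inhibitor control wells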
NOD2-RIPK2 inh – NOD2-RIPK2 binding disruptors in cells, primary screen, fluorescence, CHO cells, BLA complementation; Receptor-interacting serine/threonine-protein kinase 2 (Homo sapiens), O43353; CCF4 ratio; inhibition, % at 4.98 µM; hit rate 0.38% among 360,000; in the data active means inhibition above about 21%;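 further: 0% = vehicle only and 100% = reference blocker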
Vif imaging – HIV Vif self-association inhibitors, primary screen, imaging, HEK293T, single point. HEK293T cells, Vif self-association by quenched fluorescence, 24 h. inhibition, % at 7.49 µM. hit rate 0.35% among 340,000; in the data active means inhibition above about 50%, passing the limit was not always enough; further: some results filed as inactive read as strong as hits
ABHD5-PLIN5 inh – ABHD5-PLIN5 interaction inhibitors, primary screen, cell lysate, split luciferase complementation, luminescence; Perilipin-5 (Homo sapiens) + 1-acylglycerol-3-phosphate O-acyltransferase ABHD5 (Homo …; Split G. princeps luciferase complementation, 4 h; inhibition, % at 4 µM; hit rate 0.78% among 360,000;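 active means inhibition above the mean inhibition across every tested compound plus 3 SD, cut at about 22% in these data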;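 further: 0% = DMSO only wells and the 100% control is not disclosed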
Target sequence (Q00G26 whole entry, looked up): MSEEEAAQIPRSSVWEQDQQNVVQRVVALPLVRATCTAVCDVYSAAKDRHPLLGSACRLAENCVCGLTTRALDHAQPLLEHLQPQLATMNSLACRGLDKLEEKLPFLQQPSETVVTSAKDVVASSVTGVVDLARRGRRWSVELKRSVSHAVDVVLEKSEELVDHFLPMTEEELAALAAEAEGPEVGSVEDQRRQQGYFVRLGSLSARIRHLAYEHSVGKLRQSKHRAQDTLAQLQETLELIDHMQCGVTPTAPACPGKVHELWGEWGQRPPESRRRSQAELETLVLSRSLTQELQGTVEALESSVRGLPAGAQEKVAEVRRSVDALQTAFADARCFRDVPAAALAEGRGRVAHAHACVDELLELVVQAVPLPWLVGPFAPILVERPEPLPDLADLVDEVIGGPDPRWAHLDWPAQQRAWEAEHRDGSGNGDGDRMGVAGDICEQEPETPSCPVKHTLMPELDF
Target sequence (Q8WTS1 whole entry, looked up): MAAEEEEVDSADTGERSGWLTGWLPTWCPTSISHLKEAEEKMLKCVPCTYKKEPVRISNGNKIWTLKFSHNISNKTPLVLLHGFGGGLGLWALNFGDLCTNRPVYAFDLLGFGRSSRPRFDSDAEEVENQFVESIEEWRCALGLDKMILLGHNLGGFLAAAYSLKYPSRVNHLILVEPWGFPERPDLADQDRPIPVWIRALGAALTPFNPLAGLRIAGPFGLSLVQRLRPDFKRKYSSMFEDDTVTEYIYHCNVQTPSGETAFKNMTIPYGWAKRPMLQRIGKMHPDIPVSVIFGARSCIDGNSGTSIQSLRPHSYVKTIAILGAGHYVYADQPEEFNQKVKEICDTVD
Glyco luc inh – increase of ERlucT glycosylation luciferase signal, primary screen, N-linked glycosylation inhibitor project, D54 ERlucT cells, luminescence, set 2 | D54 ERlucT glycosylation luciferase reporter, 24 h; percent of 100 nM tunicamycin response | reporter increase, % at 12.5 µM | hit rate 0.23% among 360,000;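 active means mean luciferase reporter signal, scaled so untreated is 0 and the glycosylation-blocking control 100, at or above a set limit in every replicate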;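 further: luciferase carries N-glycosylation sites so blocking glycosylation raises the light; 0% = median of neutral control wells and 100% = median of 100 nM tunicamycin wells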
MC4R antag cAMP – MC4R antagonists of cAMP signaling, primary screen, cell-based, TR-FRET, antagonist arm of biased-ligand search; Melanocortin receptor 4 (Homo sapiens), P32245; MC4R-expressing cells, MTII-stimulated cAMP, LANCE TR-FRET; inhibition, % at 6.5 µM; hit rate 0.48% among 360,000; AID 540295, 2011;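 active means inhibition above its plate's cutoff, the mean of tested wells on that plate plus 3 SD, cut at about 29% in these data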;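 further: 0% = Melanotan II alone and 100% = Melanotan II plus saturating MCL0020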
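Test system: U2OS cells stably expressing human melanocortin 4 receptor (MC4R); also added: Melanotan II challenge; compound: 6.5 µM single dose; timing: 30-min compound preincubation, 1-h Melanotan II challenge, 1-h detection, room temperature; signal: Eu-cAMP/anti-cAMP TR-FRET, emission 671 nm; repeats: one well per compound, no replicates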
MC4R ag barr – MC4R agonists recruiting beta-arrestin, primary screen, cell-based, luminescence, agonist arm of biased-ligand search | activation, % at 8.9 µM | Melanocortin receptor 4 (Homo sapiens), P32245 | U2OS MC4R beta-arrestin complementation; percent of melanotan II response, DMSO zero | hit rate 0.98% among 360,000;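 active means activation above a per-plate cutoff, the mean activation of sample wells on that plate plus 3 SD, cut at about 8% in these data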
* = called active by the depositor. Some of the compounds tested; rates above refer to the full screens.

For CN(C)c1cc(NC(=O)CN2CCOCC2)c2ccccc2n1 the results were aDG glyco up 0.2, ABCB6 inh MLPCN 102.0, Granule exo inh 2.5, TLR9-MyD88 inh 6.6, NOD2-RIPK2 inh 1.7, Vif imaging -4.2, ABHD5-PLIN5 inh 5.1, Glyco luc inh 2.4, MC4R antag cAMP 0.6 and MC4R ag barr 0.8.
`S=C1NC[C@H](c2ccccc2)N1CC1CCCCC1` gave aDG glyco up 1.4, ABCB6 inh MLPCN 94.0, Granule exo inh -5.6, TLR9-MyD88 inh -11.1, NOD2-RIPK2 inh 4.6, Vif imaging -3.4, ABHD5-PLIN5 inh -5.8, Glyco luc inh -1.4, MC4R antag cAMP 8.1 and MC4R ag barr 2.7.
Screening Cn1c(=O)c2c(nc(SCCN3CCOCC3)n2Cc2cccc3ccccc23)n(C)c1=O returned aDG glyco up -0.3, ABCB6 inh MLPCN 88.0, Granule exo inh 2.6, TLR9-MyD88 inh 3.2, NOD2-RIPK2 inh 4.9, Vif imaging -6.6, ABHD5-PLIN5 inh 3.9, Glyco luc inh 1.9, MC4R antag cAMP 2.1 and MC4R ag barr -2.1.
For NS(=O)(=O)c1ccc(NC(=O)CCc2ccccc2)cc1 the results were aDG glyco up -0.5, ABCB6 inh MLPCN 103.0, Granule exo inh -2.3, TLR9-MyD88 inh -1.2, NOD2-RIPK2 inh -10.8, Vif imaging -2.3, ABHD5-PLIN5 inh 6.0, Glyco luc inh -2.4, MC4R antag cAMP -2.2 and MC4R ag barr 1.5.
Screening O=C(Cc1cccs1)N/N=C/C=C/c1ccccc1 returned aDG glyco up 0.0, ABCB6 inh MLPCN 99.0, Granule exo inh -5.1, TLR9-MyD88 inh -15.1, NOD2-RIPK2 inh 8.9, Vif imaging 13.5, ABHD5-PLIN5 inh -2.5, Glyco luc inh 0.9, MC4R antag cAMP 6.8 and MC4R ag barr 2.0.
For CC(C)c1cccc(C(C)C)c1NC(=O)COC(=O)C1CCC1 the results were aDG glyco up 0.0, ABCB6 inh MLPCN 97.0, Granule exo inh -0.5, TLR9-MyD88 inh -13.7, NOD2-RIPK2 inh -9.5, Vif imaging 2.5, ABHD5-PLIN5 inh 4.0, Glyco luc inh -0.5, MC4R antag cAMP 10.4 and MC4R ag barr -3.6.
`CCOC(=O)c1nn(-c2ccccc2)c(C)c1C(C)=O` gave aDG glyco up 0.2, ABCB6 inh MLPCN 92.0, Granule exo inh 2.6, TLR9-MyD88 inh -8.0, NOD2-RIPK2 inh 1.9, Vif imaging 1.5, ABHD5-PLIN5 inh -5.7, Glyco luc inh 4.5, MC4R antag cAMP 9.2 and MC4R ag barr -1.5.
For Cc1cccc(N(C)C(=O)C2CCCN2S(=O)(=O)c2cccc3nsnc23)c1 (configuration not stated) the results were aDG glyco up 0.0, ABCB6 inh MLPCN 100.0, Granule exo inh 0.2, TLR9-MyD88 inh -0.5, NOD2-RIPK2 inh -2.7, Vif imaging 14.6, ABHD5-PLIN5 inh 9.1, Glyco luc inh -1.7, MC4R antag cAMP 4.0 and MC4R ag barr -1.0.
Screening CCN(C[C@H]1N[C@@](C)(C(=O)OC)[C@H]2C(=O)N(Cc3ccccc3)C(=O)[C@@H]12)C(=O)NC(C)C returned aDG glyco up 0.2, ABCB6 inh MLPCN 102.0, Granule exo inh -1.2, TLR9-MyD88 inh -0.4, NOD2-RIPK2 inh 8.0, Vif imaging 1.2, ABHD5-PLIN5 inh -5.4, Glyco luc inh 0.8, MC4R antag cAMP 13.2 and MC4R ag barr 0.6.
CCOC(=O)c1ccc(NC(=O)Cn2nnc(-c3ccc(C)cc3)n2)cc1 was read as aDG glyco up 0.1, ABCB6 inh MLPCN 92.0, Granule exo inh 2.0, TLR9-MyD88 inh 9.8, NOD2-RIPK2 inh -0.2, Vif imaging 19.8, ABHD5-PLIN5 inh 1.1, Glyco luc inh 1.1, MC4R antag cAMP 3.9 and MC4R ag barr 1.8.
For O=C(Nc1ccc(Cl)cc1Cl)c1ccc2c(c1)OCCO2 the results were aDG glyco up 1.8, ABCB6 inh MLPCN 102.0, Granule exo inh 1.8, TLR9-MyD88 inh -2.8, NOD2-RIPK2 inh -14.1, Vif imaging -2.7, ABHD5-PLIN5 inh 5.2, Glyco luc inh -13.8, MC4R antag cAMP 3.5 and MC4R ag barr 0.3.
Cc1ccc(S(=O)(=O)N2CCN(C(=O)COC(=O)CCOc3ccccc3C)CC2)cc1 was read as aDG glyco up 0.6, ABCB6 inh MLPCN 96.0, Granule exo inh -1.3, TLR9-MyD88 inh -0.4, NOD2-RIPK2 inh -4.5, Vif imaging 1.2, ABHD5-PLIN5 inh 15.8, Glyco luc inh 1.9, MC4R antag cAMP 7.3 and MC4R ag barr 4.7.
COc1ccc(CNCC(=O)Nc2ccccc2-n2cccc2)cc1 was read as aDG glyco up 0.2, ABCB6 inh MLPCN 95.0, Granule exo inh 8.5, TLR9-MyD88 inh 6.6, NOD2-RIPK2 inh -3.0, Vif imaging -0.1, ABHD5-PLIN5 inh 1.0, Glyco luc inh 16.7, MC4R antag cAMP -16.1 and MC4R ag barr -2.6.
Screening Cc1ccc(S(=O)(=O)c2c(N)n(CCC(C)C)c3nc4ccccc4nc23)cc1 returned aDG glyco up 2.5, ABCB6 inh MLPCN 104.0, Granule exo inh 4.1, TLR9-MyD88 inh -8.9, NOD2-RIPK2 inh 0.3, Vif imaging -4.5, ABHD5-PLIN5 inh -23.2, Glyco luc inh 2.2, MC4R antag cAMP 14.0 and MC4R ag barr 2.9.
COc1ccc2[nH]c3c(c2c1)CCN1C(=O)C(CC(=O)NCCC2=CCCCC2)C[C@H](C(=O)N2CCCCC2)[C@@]31CCc1ccccc1 (some centres not stated) was read as aDG glyco up 0.7, ABCB6 inh MLPCN 96.0, Granule exo inh 2.7, TLR9-MyD88 inh -0.8, NOD2-RIPK2 inh -3.5, Vif imaging 0.3, ABHD5-PLIN5 inh -3.0, Glyco luc inh 4.5, MC4R antag cAMP -6.3 and MC4R ag barr -2.0.
CCOc1ccc(/C=N/Nc2ccccn2)cc1 was read as aDG glyco up -0.2, ABCB6 inh MLPCN 98.0, Granule exo inh -0.6, TLR9-MyD88 inh 1.7, NOD2-RIPK2 inh 0.2, Vif imaging 1.5, ABHD5-PLIN5 inh 2.1, Glyco luc inh -13.7, MC4R antag cAMP -5.8 and MC4R ag barr -2.1.
Screening COc1ccc(CCNC(=O)C2CC3Cn4c(nc5cc6ccccc6cc54)C3N2C)cc1 (configuration not stated) returned aDG glyco up 0.1, ABCB6 inh MLPCN 97.0, Granule exo inh -3.7, TLR9-MyD88 inh -8.8, NOD2-RIPK2 inh -8.6, Vif imaging -0.6, ABHD5-PLIN5 inh 0.0, Glyco luc inh 3.7, MC4R antag cAMP 8.8 and MC4R ag barr -0.4.
For O=C(CCCN1C(=O)/C(=C/c2cccs2)SC1=S)Nc1ccccn1 the results were aDG glyco up 0.6, ABCB6 inh MLPCN 105.0, Granule exo inh -1.8, TLR9-MyD88 inh -0.7, NOD2-RIPK2 inh -3.9, Vif imaging 0.4, ABHD5-PLIN5 inh 0.0, Glyco luc inh -5.1, MC4R antag cAMP 20.9 and MC4R ag barr 1.1.
Screening COc1ccc(CCn2c(-c3ccco3)nc3ccccc3c2=O)cc1OC returned aDG glyco up -0.2, ABCB6 inh MLPCN 98.0, Granule exo inh 0.3, TLR9-MyD88 inh 2.6, NOD2-RIPK2 inh -1.1, Vif imaging -20.8, ABHD5-PLIN5 inh 2.5, Glyco luc inh -7.7, MC4R antag cAMP 8.0 and MC4R ag barr -0.9.
For CC(=O)NC(=O)COC(=O)/C=C/c1c(C)nn(Cc2c(Cl)cccc2Cl)c1Cl the results were aDG glyco up 0.1, ABCB6 inh MLPCN 95.0, Granule exo inh 2.0, TLR9-MyD88 inh 2.8, NOD2-RIPK2 inh -4.5, Vif imaging 2.8, ABHD5-PLIN5 inh -2.5, Glyco luc inh 1.6, MC4R antag cAMP 28.4 and MC4R ag barr -1.1.
For CCN1C(=O)[C@H]2[C@H]3CN=C(SCc4ccccc4)N3[C@@](CC)(C(=O)OC)[C@H]2C1=O the results were aDG glyco up 0.0, ABCB6 inh MLPCN 95.0, Granule exo inh -8.0, TLR9-MyD88 inh 5.8, NOD2-RIPK2 inh -5.9, Vif imaging 11.5, ABHD5-PLIN5 inh 9.1, Glyco luc inh 1.8, MC4R antag cAMP -2.0 and MC4R ag barr -1.8.
For COc1ccc(S(=O)(=O)Cc2ccc(C(=O)NCCc3ccc(S(N)(=O)=O)cc3)o2)cc1 the results were aDG glyco up 0.0, ABCB6 inh MLPCN 99.0, Granule exo inh 2.4, TLR9-MyD88 inh 6.5, NOD2-RIPK2 inh -3.3, Vif imaging -2.4, ABHD5-PLIN5 inh -15.8, Glyco luc inh -0.9, MC4R antag cAMP -0.3 and MC4R ag barr -0.1.
For CC1CC1C(=O)Nc1cc(S(=O)(=O)N2CCOCC2)ccc1N1CCCC1 (configuration not stated) the results were aDG glyco up 0.2, ABCB6 inh MLPCN 102.0, Granule exo inh -1.3, TLR9-MyD88 inh 1.5, NOD2-RIPK2 inh -1.2, Vif imaging -4.8, ABHD5-PLIN5 inh 4.6, Glyco luc inh 1.7, MC4R antag cAMP -4.3 and MC4R ag barr -1.4.
`COc1ccccc1N1CCN(CCC(=O)Nc2ccc3c(c2)OCO3)CC1` gave aDG glyco up -0.1, ABCB6 inh MLPCN 96.0, Granule exo inh -1.7, TLR9-MyD88 inh -0.6, NOD2-RIPK2 inh -3.5, Vif imaging 16.0, ABHD5-PLIN5 inh 0.9, Glyco luc inh 1.6, MC4R antag cAMP -0.5 and MC4R ag barr 0.9.
`NC(=O)c1oc2ccccc2c1NC(=O)Cc1ccccc1` gave aDG glyco up 0.0, ABCB6 inh MLPCN 97.0, Granule exo inh 3.2, TLR9-MyD88 inh -2.8, NOD2-RIPK2 inh -6.5, Vif imaging 19.6, ABHD5-PLIN5 inh 2.5, Glyco luc inh 3.1, MC4R antag cAMP 0.4 and MC4R ag barr -1.3.
